Screens as filed in PubChem.
OX1R antag-1 = blocks the human orexin 1 receptor; OX1R-expressing cells, FRET antagonist read-out; 330,000 compounds, 1.8% hits; inhibition, % at 6.6 µM; AID 485270; in the data active = inhibition mostly above about 38%, no sharp cut-off; inactive = mostly below about 40%;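 also: 0% = agonist challenge alone and 100% = reference antagonist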
Target sequence (O43613 whole entry, looked up): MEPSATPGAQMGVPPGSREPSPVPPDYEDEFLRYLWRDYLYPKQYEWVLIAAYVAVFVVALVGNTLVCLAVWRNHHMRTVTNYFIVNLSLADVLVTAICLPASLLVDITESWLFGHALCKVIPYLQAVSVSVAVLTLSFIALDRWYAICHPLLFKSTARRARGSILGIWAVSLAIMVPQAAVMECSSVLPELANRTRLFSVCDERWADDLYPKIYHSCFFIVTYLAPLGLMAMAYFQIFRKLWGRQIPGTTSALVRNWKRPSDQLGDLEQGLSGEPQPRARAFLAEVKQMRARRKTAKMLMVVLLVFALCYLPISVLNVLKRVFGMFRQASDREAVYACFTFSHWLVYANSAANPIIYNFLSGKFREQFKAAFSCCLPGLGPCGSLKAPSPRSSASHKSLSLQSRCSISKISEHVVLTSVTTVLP
CHT PAM = human CHT allosteric activation. CHT-expressing cells, membrane potential dye, choline EC20; active compounds read high; LV-AA mutant CHT in HEK293 cells. 310,000 compounds, 0.49% hits. B-score at 10 µM. AID 488977;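 active = initial fluorescence not abnormally high and integrated response B-score, plate-corrected, over 3 SD above library mean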
Target sequence (Q9GZV3 whole entry, looked up): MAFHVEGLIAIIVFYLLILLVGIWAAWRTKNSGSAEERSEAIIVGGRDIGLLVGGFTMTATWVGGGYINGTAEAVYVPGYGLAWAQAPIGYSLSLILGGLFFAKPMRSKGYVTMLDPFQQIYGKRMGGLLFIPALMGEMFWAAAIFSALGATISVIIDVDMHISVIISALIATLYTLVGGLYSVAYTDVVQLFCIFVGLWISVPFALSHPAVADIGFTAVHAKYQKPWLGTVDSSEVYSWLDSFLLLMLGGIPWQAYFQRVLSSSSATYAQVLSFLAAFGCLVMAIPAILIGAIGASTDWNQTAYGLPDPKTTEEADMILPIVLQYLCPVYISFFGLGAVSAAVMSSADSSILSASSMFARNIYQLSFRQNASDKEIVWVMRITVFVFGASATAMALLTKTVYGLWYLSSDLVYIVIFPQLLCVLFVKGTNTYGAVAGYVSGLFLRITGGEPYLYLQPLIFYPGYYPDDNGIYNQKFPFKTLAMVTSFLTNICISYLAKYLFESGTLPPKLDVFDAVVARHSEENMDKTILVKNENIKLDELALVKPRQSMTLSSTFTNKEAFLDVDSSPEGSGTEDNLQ
OX1R antag-2 = human HCRTR1 antagonism; AID 434989; CHO/OX1R cells, Fluo-8 calcium fluorescence, orexin A; inhibition, % at 5 µM; 330,000 compounds, 0.43% hits;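 active = inhibition above its plate's threshold, mean inhibition of all tested compounds on the plate plus 3 SD, cut at about 37% in these data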;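 also: 0% = orexin A challenge wells and 100% = SB-334867-A antagonist wells; not every result past the cut was called active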
Active calls of the source: *; i = inactive; nt = no result given; & = joins results of further samples. Rows are unselected. Share with any hit: about 2.5%.

SMILES | OX1R antag-1 | CHT PAM | OX1R antag-2
O=C(Cc1cccs1)Nc1ccc(N2CCOCC2)cc1 | 19 | i | -20
CN(C)S(=O)(=O)c1cccc(NC(=O)COc2nc3ccccc3nc2N2CCOCC2)c1 | 15 | i | -11
COc1ccc(NC(=S)N/N=C/c2cccn2Cc2ccc(F)cc2)cc1 | 37 | i | -14
Cc1ccc(CN(C(=O)COc2cccc(C)c2C)C2CCS(=O)(=O)C2)o1 (centres undefined) | 28 | i | -25
COc1cc(C=O)ccc1OCC(=O)Nc1ccc2c(c1)OCO2 | 19 | i | 0
N#CC(C#N)=CN=c1ccn(Cc2ccc(Cl)cc2Cl)cc1 | 16 | i | 2
COC(=O)c1ccc(COc2ccc(NC(C)=O)cc2)o1 | 4 | i | -13
CCOC(=O)c1cnc(C(F)(F)F)nc1Oc1ccccc1 | 5 | i | -10
Cc1ccc(NC(=O)c2ccco2)c(NC(=O)COc2ccccc2)c1 | 8 | i | -12
N#Cc1ccc(C(=O)OCC(=O)N2CCOCC2)cc1 | 22 | i | -2
COc1cc(Cc2ccc(N)c(OC)c2)ccc1N | 11 | i | -13
CC(=O)OCC1=C(C(=O)O)N2C(=O)C(NC(=O)CCn3nc(C)c(Cl)c3C)C2SC1 (centres undefined) | -4 | i | -7
Cn1c(CN2CCCCC2)nc2cc([N+](=O)[O-])ccc21 | 29 | i | -16
CO/N=C(/COc1ccc(F)cc1)c1ccc(OC)cc1 | 10 | i | -30
NS(=O)(=O)c1cccc(NC(=O)CCSc2ccc(Cl)cc2)c1 | 16 | i | -15
COc1ccc(S(=O)(=O)N2CCCC(C(=O)NCc3cccnc3)C2)cc1 (centres undefined) | 21 | i | -15
Cc1ccc(Cl)cc1N1CCN(C(=O)c2ccc3nc[nH]c3c2)CC1 | 9 | i | -30
O=C(Nc1cccc(-c2nc3ccccc3s2)c1)c1ccc2c(c1)OCO2 | 87* | i | 44*
Cc1nnc(SCc2nnc(-c3cccs3)o2)s1 | 10 | i | -17
Cc1cc2cc(C)c(NCCNC(=O)c3ccccc3F)nc2cc1C | 33 | i | -27
CCOCCCNC(=S)Nc1cc(C)cc(C)c1 | 9 | i | -3
O=C1OCCN1S(=O)(=O)Nc1ccccc1 | 6 | i | -20
O=C(NNC(=O)c1ccco1)c1cccc(Br)c1 | 16 | i | -10
CC(=O)OCC1OC(OCc2cn(C[C@H]3CC[C@@H]([C@@H]4CC[C@H](Cn5cc(COC6OC(COC(C)=O)C(OC(C)=O)C(OC(C)=O)C6OC(C)=O)nn5)O4)O3)nn2)C(OC(C)=O)C(OC(C)=O)C1OC(C)=O (some centres undefined) | 1 | i | -6
O=C(NCc1ccc(Cl)cc1)C1CCC(CNc2c(N3CCOCC3)c(=O)c2=O)CC1 (centres undefined) | 7 | i | -20
CCN(C[C@H]1N[C@@](CC)(C(=O)OC)[C@H]2C(=O)N(Cc3ccccc3)C(=O)[C@@H]12)S(=O)(=O)c1ccc(C(F)(F)F)cc1 | 5 | nt | -19
N/C(=N\OC(=O)Cc1cccs1)c1ccccc1 | -4 | i | -5
COc1ccc(OC)c(S(=O)(=O)N2CCc3ccccc32)c1 | 24 | i | -17
Cc1nc(NS(=O)(=O)c2ccccc2)sc1C(=O)NN | 11 | i | -35
COc1ccc(C(=O)NCCCNC(=O)c2ccc(C)nc2)cc1 | 10 | i | 5
CCCCn1c(N)c(N(CCC(C)C)C(=O)c2c(C)noc2C)c(=O)[nH]c1=O | 15 | i | -16
COc1ccc2c(CC(=O)Nc3nccs3)coc2c1 | 36 | i | -7
O=C(CCC1CCCC1)NNC(=O)c1ccc(F)cc1 | 10 | nt | -18
O=C(NCCS(=O)(=O)N1CCN(Cc2ccccc2)CC1)c1ccc(F)cc1 | 5 | i | -8
Cc1ccc(CSCC(=O)Nc2ccccc2C(=O)O)cc1 | 13 | i | -3
c1ccc2[nH]c(CN3CCN(c4ncnc5c4oc4ccccc45)CC3)nc2c1 | 14 | i | -14
NC(=O)C1CC(=O)N(c2ccc(OCc3ccc(Cl)cc3)cc2)C1 (centres undefined) | 11 | i | 12
CC(C(=O)N1CCc2ccccc21)N1CCN(S(=O)(=O)c2ccc(C(F)(F)F)cc2)CC1 (centres undefined) | 6 | nt | -26
N#CCc1ccc(NS(=O)(=O)c2ccc(C3CCCCC3)cc2)cc1 | 17 | i | 13
Cn1c(=O)c2[nH]c(-c3ccccc3Cl)c(O)c2n(C)c1=O | 4 | i | -7
COCO/C=C(\NC(C)=O)c1ccccc1 | -1 | nt | -10
COc1ccc(CCNC(=O)Cc2ccc(NC3=NC4CS(=O)(=O)CC4S3)cc2)c(OC)c1 (centres undefined) | 3 | i | -15
O=C(N/N=C/c1cc2c(cc1Br)OCO2)c1c[nH]c2ccccc12 | 29 | i | -14
CCCN(CCC)CC(O)CN1C(=O)NC(C)(C)C1=O (centres undefined) | 7 | i | -4
CCCCn1nc(C(=O)N(C)C2CCCCC2)c2ccccc2c1=O | -1 | nt | -44
COC(=O)CNC(=O)c1ccc2c(c1)S(=O)(=O)c1ccccc1C2=O | 172* | i | -12
CCOC(=O)c1c2n(c3ccc(O)cc13)CCC2 | 10 | i | -6
COc1ccc(O)c(/C=N/n2c(-c3ccco3)csc2=Nc2cccnc2)c1 | 16 | i | -13
COc1ccc(N2CCN(C(=O)COCc3cc(-c4ccc5c(c4)OCO5)on3)CC2)cc1 | 27 | i | -15
Cc1cccc(NC(=O)CSc2nnc(-c3cc(C)n(-c4ccccc4)c3C)o2)c1C | 19 | i | -9
CCn1c2ccccc2c2cc(NC(=O)COC(=O)c3cccc(S(=O)(=O)NC)c3)ccc21 | 25 | i | 9
Cc1ccc(S(=O)(=O)N2[C@@H](c3ccc(F)cc3)C(C(=O)O)=C[C@H]2CC2CCCC2)cc1 | 30 | nt | -9
N#C/C(=C(/O)CN1CCCC1)c1nc(-c2ccccc2)cs1 | 7 | i | -6
CCc1ccc(-c2cc(C(=O)N/N=C/c3c[nH]c4ccccc34)[nH]n2)cc1 | 22 | i | 4
CC(C)(C)Nc1nc(NC(C)(C)C)nc(-n2ccnc2)n1 | 16 | i | -32
Cc1nnc(-c2cnn(C)c2N)n1Cc1ccc(Cl)cc1 | 16 | i | -13
COC(=O)CCC(=O)OC1(C)C(=O)C2=CN(CCCOC(C)C)C(c3ccc(OC)cc3)=CC2=C(Br)C1=O (centres undefined) | 34 | i | -10
Cc1ccc(NC(=O)CN(C)C(=O)Cn2cc(C(F)(F)F)cc(Cl)c2=O)cc1 | 15 | i | -8
COc1ccc(C2C(=O)c3ccccc3C2=Nc2ccc(Br)cc2)cc1 (centres undefined) | 7 | i | -20
CCCCn1c(N)c(N(CC(C)C)C(=O)c2oc3ccc(OCC)cc3c2C)c(=O)[nH]c1=O | 19 | i | -34

At a glance, some entries already given.
SMILES | OX1R antag-1 | CHT PAM | OX1R antag-2
COc1cc(C=O)ccc1OCC(=O)Nc1ccc2c(c1)OCO2 | 19 | i | 0
N#CC(C#N)=CN=c1ccn(Cc2ccc(Cl)cc2Cl)cc1 | 16 | i | 2
COC(=O)c1ccc(COc2ccc(NC(C)=O)cc2)o1 | 4 | i | -13
CCOC(=O)c1cnc(C(F)(F)F)nc1Oc1ccccc1 | 5 | i | -10
Cc1ccc(NC(=O)c2ccco2)c(NC(=O)COc2ccccc2)c1 | 8 | i | -12
N#Cc1ccc(C(=O)OCC(=O)N2CCOCC2)cc1 | 22 | i | -2

Complete entries, quoted from the list. Order of values: OX1R antag-1 | CHT PAM | OX1R antag-2
`CCCCn1c(N)c(N(CC(C)C)C(=O)c2oc3ccc(OCC)cc3c2C)c(=O)[nH]c1=O` as listed: 19 | i | -34
`COc1ccc(N2CCN(C(=O)COCc3cc(-c4ccc5c(c4)OCO5)on3)CC2)cc1` as listed: 27 | i | -15

Continuation:
SMILES | OX1R antag-1 | CHT PAM | OX1R antag-2
COc1ccc(OC)c(NC(=O)CC2(CC(=O)O)CCCC2)c1 | 19 | i | -6
Cc1cc(OCC(=O)NC2CC(C)(C)NC(C)(C)C2)c2c(C)cc(=O)oc2c1 | 13 | i | -5
O=C(OCc1nnc(-c2cccs2)o1)c1cccnc1Cl | 12 | nt | -16
COC(=O)CC1C(=O)NCCN1C(=O)c1ccc2oc(C(C)C)nc2c1 (centres undefined) | 7 | i | -11
O=C(C(=O)N1CCCCC1)c1cn(CC(=O)N2CCCCCC2)c2ccccc12 | 17 | i | -25
C=CCNC(=O)c1c(Cl)cccc1Cl | 18 | i | -7
CCOC(=O)CC(Nc1nc(N2CCOCC2)nc(N2CCOCC2)n1)c1ccccc1Cl (centres undefined) | 7 | i | -32
Cn1c(CC(=O)Nc2cccc(Cl)c2Cl)nnc1SCC(=O)NC1=NCCS1 | 22 | i | 1
CC1CCC(NC(=O)Cn2c3c(c(-c4ccccc4Cl)cc2=O)CCC3)CC1 (centres undefined) | 9 | i | -14
O=C(Nc1cccc2ncccc12)c1ccc(OCc2ccccc2)cc1 | 16 | i | -7
CCCOc1ccc(/C=C/C(=O)NC2CCCCC2)cc1OC | 17 | i | -13
CC(C)COc1ccc(C(=O)Nc2ccc([N+](=O)[O-])cc2)cc1 | 1 | i | -2
Cc1cc(C)cc(C(=O)N(c2ccccn2)C(C)c2ccco2)c1 (centres undefined) | 16 | i | -16
COC(=O)COc1ccc(Cl)cc1C1Nc2ccccc2C(=O)N1c1ccc(OC)cc1 (centres undefined) | 10 | i | -4
O=C(O)c1cn(Cc2ccccc2Cl)c2ccc(S(=O)(=O)N3CCOCC3)cc2c1=O | 20 | i | -17
CCN(CC)S(=O)(=O)c1ccc(C(=O)NC(=S)N(CCO)Cc2ccccc2)cc1 | -7 | i | -10
CCCCNc1nc2c(c(=O)n(C)c(=O)n2C)n1CCC | 15 | i | -25
CC(CCc1ccco1)NC(=O)Nc1cccc(F)c1 (centres undefined) | 7 | i | -21
CSc1ccccc1NC(=O)CN(C)C(=O)C1CCN(C(=O)Nc2ccccc2)CC1 | 8 | i | -20
COc1ccc(C(=O)N2CCOC2CNC(=O)C(=O)NCc2ccc3c(c2)OCO3)cc1 (centres undefined) | 10 | i | -6
NNc1nc2ccc(F)cc2s1 | 16 | i | -25
Cc1cccc(C(=O)NC2CCN(C(=S)NCc3ccco3)CC2)c1 | 16 | i | -21
C#C[C@]1(O)CC[C@H]2[C@@H]3CCc4cc(O)ccc4[C@H]3CC[C@@]21C | 34 | i | 7
O=C(Nc1ccc(N2CCOCC2)cc1)c1cc(-c2ccncc2)nc2ccccc12 | 18 | i | -23
Cc1nn(CC#N)c(=O)n1-c1ccccc1 | 12 | i | -6
CCOC(=O)c1c(N)sc2c1CCCC2 | 1 | i | -35
CCCC(=Nc1ccccc1)C1=C(O)C(C(=O)OC)C(C)(C)CC1=O (centres undefined) | -4 | i | 7
CCc1nc2nc(C)c(NS(=O)(=O)c3ccc(C4CCCCC4)cc3)c(=O)n2[nH]1 | 11 | i | -4
CN1CCN(CC#CCn2c3ccccc3c3ccccc32)CC1 | 2 | i | 3
Oc1ccc(/C=N/NC(=S)Nc2cccnc2)cc1 | 7 | i | -4
Cc1cc(-c2nn(C)c(=O)c3ccccc23)cc(C)c1O | 7 | i | -10
C=CCn1c(SCC(=O)NC2CCCCC2)nnc1C1CCCCC1 | 5 | i | -22
O=C(NCc1ccco1)[C@@H]1CCCN1C(=O)c1cccs1 | 14 | i | 6
Cc1cc(C)c2[nH]c(=O)c(CN(Cc3cccs3)C(=S)NCc3ccco3)cc2c1 | 26 | i | -33
COc1ccc(OC)c(NC(=O)CSc2nnnn2C)c1 | 11 | i | -12
CN1CCN(C(=O)CNC(=O)C23CC4CC(CC(C4)C2)C3)CC1 | 3 | nt | 10
NC(=S)N/N=C/c1ccc2c(c1)OCCO2 | 13 | i | -4
O=C(NNc1ccccc1F)C1CCC1 | -1 | i | -11
COc1ccc(C(NC(=O)c2ccco2)c2ccc(OC)c(OC)c2)cc1 (centres undefined) | 21 | i | -18
Fc1ccc(C2=CC(c3ccco3)n3nnnc3N2)cc1 (centres undefined) | 4 | i | -12
Cc1nnc(SCC(=O)N2CCOCC2)[nH]c1=O | 4 | i | -11
COc1cc(NC(=O)c2cccs2)c(OC)cc1NC(=O)CCC(=O)Nc1ccc(C)cc1 | 4 | i | -30
Cc1cccc(C)c1NC(=O)CN(C)C(=O)Cn1c(=O)cnc2ccccc21 | 40 | i | -16
O=S1(=O)C[C@@H](N2CCOCC2)[C@H](N2CCOCC2)C1 | 11 | i | -15
C/C(=N\NC(=O)c1cccc(O)c1)c1cccc(NC(=O)c2ccc(F)cc2)c1 | 11 | i | -10
Cc1occc(=O)c1OCc1c(Cl)cccc1Cl | 16 | i | -1
O=C(CN(C(=O)CNS(=O)(=O)c1ccccc1)c1ccc(Cl)cc1)NCC1CCCO1 (centres undefined) | 15 | i | 2
Cc1ccc(S(=O)(=O)Nc2c(C)n(C)n(-c3ccccc3)c2=O)cc1 | 19&6 | i | -9&-10

Pulled by structure from the entries so far, 3 records:
SMILES | OX1R antag-1 | CHT PAM | OX1R antag-2
COc1cc(NC(=O)c2cccs2)c(OC)cc1NC(=O)CCC(=O)Nc1ccc(C)cc1 | 4 | i | -30
Cc1nnc(SCC(=O)N2CCOCC2)[nH]c1=O | 4 | i | -11
O=S1(=O)C[C@@H](N2CCOCC2)[C@H](N2CCOCC2)C1 | 11 | i | -15
